beta cell repl: induces beta-cell replication in MIN6 cells. MIN6 cells proliferation, ATPlite luminescence, 48 h; cells starved in 0.2% serum; 100% = growth in 10% serum. proliferation, % at 10 µM. hit rate 0.29% among 330,000. AID 2380;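 active = compounds whose signal lies at least 3.5 SD above the mean of all wells on their plate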;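 also: 0% = DMSO-treated cells in low-serum medium and 100% = 10% serum control; some compounds called inactive have numbers as strong as hits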
hIAP inh: human IAP inhibition; inhibition, % at 10 µM; purified IAP, CDP-Star luminescence, 30 min; P09923; hit rate 0.12% among 330,000; AID 2544;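 active = inhibition reaching a set limit with compound at 10 µM in the primary screen, cut at about 35% in these data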;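 also: plate controls were DMSO wells with enzyme for no effect and no-enzyme buffer wells for full effect; values of inactives mirror those of a sister screen read the other way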
Target sequence (P09923 whole entry, looked up): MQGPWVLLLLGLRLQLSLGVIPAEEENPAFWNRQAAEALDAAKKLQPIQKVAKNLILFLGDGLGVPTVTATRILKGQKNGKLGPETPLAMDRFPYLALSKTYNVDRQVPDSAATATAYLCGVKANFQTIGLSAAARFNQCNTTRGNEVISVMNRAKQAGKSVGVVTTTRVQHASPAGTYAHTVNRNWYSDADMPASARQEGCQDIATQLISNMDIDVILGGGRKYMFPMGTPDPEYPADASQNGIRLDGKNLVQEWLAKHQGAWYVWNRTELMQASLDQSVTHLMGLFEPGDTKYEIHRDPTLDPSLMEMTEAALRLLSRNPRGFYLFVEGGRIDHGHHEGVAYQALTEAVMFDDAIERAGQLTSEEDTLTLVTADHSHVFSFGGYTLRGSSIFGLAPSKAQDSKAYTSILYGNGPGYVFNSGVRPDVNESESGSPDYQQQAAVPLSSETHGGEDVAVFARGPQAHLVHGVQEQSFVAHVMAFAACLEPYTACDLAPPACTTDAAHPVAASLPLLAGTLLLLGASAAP
A3A deaminase: inhibitors of human APOBEC3A DNA deaminase; P31941; recombinant A3A, FAM/TAMRA ssDNA deamination fluorescence; inhibition, % at 20 µM; hit rate 0.41% among 330,000;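 active = at least 40% inhibition at 20 µM here, with at most 30% in a related deaminase screen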;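 also: plate controls were A3A with DMSO for no effect and wells lacking A3A enzyme for full effect; some results filed as inactive read as strong as hits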
SENP1 FRET inh: inhibitors of human SENP1 SUMO protease catalytic domain; Q9P0U3; recombinant SENP1 catalytic domain, CyPet-SUMO1-YPet FRET cleavage; inhibition, % at 10 µM; hit rate 0.21% among 360,000;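 active = inhibition at least 30% at 10 µM, raw YFP signal under a set limit, fluorescence ratio 0.5 to 1.5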;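 also: 0% = enzyme with DMSO and 100% = no enzyme wells; some results filed as inactive read as strong as hits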
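Assay system – human recombinant His6-tagged SENP1 catalytic domain enzyme · Input – SENP1 enzyme, 20 pM final · Buffer or medium – Tris pH 8 buffer plus EDTA, NaCl, BME, BSA, NP40, catalase · Schedule – 50 min reaction at room temperature · Technique – FRET read of cyan and yellow fluorescence · Control set – no-enzyme wells low, DMSO-plus-enzyme wells high control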
mIAP activ: mouse IAP activation; muIAP, CDP-Star luminescence, 30 min; active compounds read high; 1 = vehicle-only enzyme signal, 0 = enzyme-free wells; activation factor at 10 µM; hit rate 0.24% among 330,000;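 active = activation factor of at least 2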; also: the source names both 10 and 20 µM as test concentration; values of inactives mirror those of a sister screen read the other way
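Assay system: mouse IAP enzyme / Compound: DMSO-dissolved test compounds / Timing: 30 min, room temperature / Measured by: luminescence from enzymatic CDP-Star hydrolysis / Control set: DMSO-only wells, enzyme-free buffer wells as negative control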
A3G deaminase: APOBEC3G (human) deaminase inhibition; Q9HC16; recombinant A3G, ssDNA deamination FAM/TAMRA fluorescence; inhibition, % at 20 µM; hit rate 0.28% among 330,000; AID 493012;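 active = inhibition of at least 40% at 20 µM, with no more than 30% in the related APOBEC3A deaminase screen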;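 also: plate controls were DMSO wells with A3G for no effect and wells lacking A3G enzyme for full effect; some compounds called inactive have numbers as strong as hits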
Target sequence (Q9HC16 whole entry, looked up): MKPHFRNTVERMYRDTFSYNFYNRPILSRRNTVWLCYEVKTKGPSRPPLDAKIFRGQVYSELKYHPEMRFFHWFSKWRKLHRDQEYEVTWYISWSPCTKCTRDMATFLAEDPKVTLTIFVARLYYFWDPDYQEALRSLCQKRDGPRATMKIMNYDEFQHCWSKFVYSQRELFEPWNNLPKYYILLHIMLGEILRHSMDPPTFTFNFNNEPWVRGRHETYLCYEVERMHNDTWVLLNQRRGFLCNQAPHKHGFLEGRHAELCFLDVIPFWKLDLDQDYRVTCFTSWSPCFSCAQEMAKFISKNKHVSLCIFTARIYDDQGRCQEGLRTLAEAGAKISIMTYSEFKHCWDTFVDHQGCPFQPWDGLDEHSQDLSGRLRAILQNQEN
hIAP act: human IAP activation; purified human IAP, CDP-Star luminescence, 30 min; active compounds read high; 1 = vehicle-only enzyme, 0 = enzyme-free background; activation factor at 10 µM; hit rate 0.16% among 330,000;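 active = activation factor of the enzyme at least 2-fold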; also: the source names both 10 and 20 µM as test concentration; values of inactives mirror those of a sister screen read the other way
NLRP3 yeast inh: inhibitors of NALP3 inflammasome in yeast; AID 2825; Yeast reconstituted NLRP3/ASC/caspase-1, beta-gal luminescence, 24 h; hit rate 0.39% among 330,000; inhibition, % at 10 µM;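 active = inhibition of 50% or more; inactive = inhibition below 50%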;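 also: plate controls were induced DMSO wells for no effect and uninduced yeast grown without galactose for full effect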
mIAP block: blocks mouse intestinal alkaline phosphatase; purified mouse IAP, CDP-Star luminescence, 30 min; inhibition, % at 10 µM; hit rate 0.2% among 330,000; AID 2806;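 active = inhibition of at least 40% at 10 µM in the primary screen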;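 also: plate controls were DMSO with enzyme for no effect and no enzyme wells for full effect; values of inactives mirror those of a sister screen read the other way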
Numbers without * were called inactive; · = not tested or not shown.

Below each compound – beta cell repl, hIAP inh, A3A deaminase, SENP1 FRET inh, mIAP activ, A3G deaminase, hIAP act, NLRP3 yeast inh, mIAP block
S=C(NCC1CCCO1)Nc1ccccc1 (stereo not given)
→ 2, -2, -2, 3, 1, -3, 1, -3, -3
CCOC(=O)COc1ccc(C(c2c(C)[nH][nH]c2=O)c2c(C)[nH][nH]c2=O)cc1
→ 2, -21, -1, 1, 1, -4, 1.2, 10, 0
O=C(COC(=O)c1cnccn1)N=c1sccn1Cc1ccccc1Cl
→ 0, 0, 4, -13, 0.93, -4, 0.99, 13, 7
CCN1CCc2[nH]c3ccccc3c2C1
→ -3, 9, -3, -3, 1, -4, 0.91, 3, -3
CC(=O)N1c2ccc(S(=O)(=O)N(C)CC(=O)Nc3cccc(C)c3)cc2CC1C (stereo not given)
→ -3, 2, -3, -1, 0.96, -6, 0.98, 7, 4
CCOC(=O)N1CCN(C(=O)NC23CC4CC(CC(C4)C2)C3)CC1
→ -1, 7, -2, 1, 0.91, -8, 0.93, 23, 9
C[C@@H]1CCC[C@@]2(O[C@H](CCO)C[C@@H](O)[C@@H]2O)O1
→ -1, -4, -3, -1, 1, -7, 1, 17, -3
CC(C)(C)OC(=O)N[C@H]1C=C[C@@H](OC(=O)CC(=O)OCC(F)(F)F)C1
→ ·, ·, 0, 1, 1.1, 0, ·, ·, -8
O=C(CC1CC2CCC1C2)NCCc1ccc(Cl)cc1 (stereo not given)
→ 1, 0, -1, 1, 1, -4, 1, 37, -4
CCOC(=O)NNC1CC(=O)N(c2ccccc2)C1=O (stereo not given)
→ 1, -2, 2, 3, 1, 0, 1, 15, -5
Cc1ccc(S(=O)(=O)N2CCCC(C(=O)N3CCCc4ccccc43)C2)cc1 (stereo not given)
→ -1, 21, -4, 1, 0.91, -3, 0.79, 18, 9
CCN(CC)c1ccc(/C=N/NC(=O)c2ccc([N+](=O)[O-])cc2)cc1
→ 2, 3, -2, -1, 0.89, 1, 0.97, -5, 11
O=C(c1cnc2n(c1=O)CCS2)N1CCN(c2ccc(Cl)c(Cl)c2)CC1
→ 2, 15, -3, 0, 1, -6, 0.85, 6, -1
Cc1cc2ncc(-c3ccccc3)nc2cc1C
→ -1, 3, -3, 2, 1, -5, 0.97, 15, 0
COc1cc(OC)cc(-c2sc3ccc(OC)cc3c2-c2ccc3cc[nH]c3c2)c1
→ -6, 25, -4, -4, 0.96, -8, 0.75, 12, 4

Laid out differently: two of the compounds above.
> CCN1CCc2[nH]c3ccccc3c2C1
  beta cell repl: -3	hIAP inh: 9	A3A deaminase: -3	SENP1 FRET inh: -3	mIAP activ: 1	A3G deaminase: -4	hIAP act: 0.91	NLRP3 yeast inh: 3	mIAP block: -3
> CC(=O)N1c2ccc(S(=O)(=O)N(C)CC(=O)Nc3cccc(C)c3)cc2CC1C (stereo not given)
  beta cell repl: -3	hIAP inh: 2	A3A deaminase: -3	SENP1 FRET inh: -1	mIAP activ: 0.96	A3G deaminase: -6	hIAP act: 0.98	NLRP3 yeast inh: 7	mIAP block: 4

Following part.
Below each compound – beta cell repl, hIAP inh, A3A deaminase, SENP1 FRET inh, mIAP activ, A3G deaminase, hIAP act, NLRP3 yeast inh, mIAP block
N#Cc1ccc(-c2ccco2)nc1SCc1ccccc1
→ -4, 9, -6, -11, 0.96, -7, 0.91, 16, 4
Cc1ccccc1NC(=O)OCc1cccnc1Oc1ccc(Cl)cc1
→ -3, -18, -2, 2, 1.1, -9, 1.2, 3, -5
Cc1ccccc1OCC(=O)N/N=C/c1ccccn1
→ -2, -17, -5, 3, 0.94, -9, 1.2, 30, 6
Cc1ccc(-c2nnc(SC(C)C(=O)NCC3CCCO3)nc2-c2ccc(C)cc2)cc1 (stereo not given)
→ -3, 6, 0, 0, 0.96, -13, 0.94, 4, 4
COc1ccc(OC)c(C2CC(=O)N3CN(c4ccc(C)c(Cl)c4)CSC3=C2C#N)c1 (stereo not given)
→ 3, 12, 0, -24, 0.66, 36, 0.88, 7, 34
O=[N+]([O-])/C=C1\C=CC=CN1Cc1ccc(Cl)cc1
→ -4, 1, -2, 0, 0.92, -4, 0.99, 12, 8
O=C(c1ccco1)N1CCCC(c2nc(-c3ccc(S(=O)(=O)NCc4ccccc4)cc3)no2)C1 (stereo not given)
→ -6, 12, -2, -1, 0.93, -7, 0.89, 10, 7
COc1ccc(N(C)C(=O)CN(C)S(=O)(=O)c2ccc3c(c2)c(=O)n(C)c(=O)n3C)c(OC)c1
→ -2, -7, -4, 1, 0.94, -6, 1.1, 10, 6
O=C(O)c1ccc(Cl)c(NC(=S)NC(=O)c2ccccc2[N+](=O)[O-])c1
→ 0, -9, 0, 4, 0.97, -4, 1.1, 20, 3
CCCCCn1c(CN2CCN(Cc3ccccc3)CC2)nc2c1c(=O)[nH]c(=O)n2C
→ 0, 14, 2, -1, 1.1, -2, 0.86, 18, -6
N#Cc1cc(-c2ccccc2)cn(Cc2c(Cl)cccc2Cl)c1=O
→ -4, 11, -2, -1, 0.9, -10, 0.89, -2, 10
COc1cccc(C2C(C(N)=O)=C(C)Nc3nc(CCCO)nn32)c1 (stereo not given)
→ -3, -17, -6, 2, 1.1, -8, 1.2, -10, -6
COc1ccc(CCN2C(=O)C3C(C2=O)C2C=CC3C23CC3)cc1OC (stereo not given)
→ -1, 4, -4, 2, 0.94, -3, 0.96, -6, 6
COc1ccc(-c2nn(-c3ccccc3)cc2C(=O)Nc2cccc(C(=O)O)c2)cc1[N+](=O)[O-]
→ 0, -32, 0, 1, 0.92, -5, 1.3, 15, 8
CCn1cc(CN(C)S(=O)(=O)c2ccc3ccccc3c2)c(C)n1
→ -6, 3, 2, 0, 0.97, 2, 0.97, 4, 3

(more compounds)
Below each compound – beta cell repl, hIAP inh, A3A deaminase, SENP1 FRET inh, mIAP activ, A3G deaminase, hIAP act, NLRP3 yeast inh, mIAP block
CCS(=O)(=O)N1CCC(C(=O)Nc2ccc(C(C)=O)cc2)CC1
→ -2, 0, 2, 1, 0.93, -4, 1, 6, 7
O=S(=O)(Nc1ccon1)c1ccc(Br)s1
→ 1, 18, 76*, -43, 0.9, -5, 0.82, 7, 10
C=CCN(c1ccccc1)S(=O)(=O)c1ccc(Cl)c(C(=O)OCC(=O)N(C)C2CCS(=O)(=O)C2)c1 (stereo not given)
→ 0, 14, 4, 1, 0.92, -5, 0.85, 7, 8
CCC(=O)Nc1ccc(C(=O)Nc2cc(C)on2)cc1
→ -1, -9, 1, 1, 1, 2, 1.1, 10, -2
Cc1cc2c(cc1S(=O)(=O)Nc1cccc(C)c1C)OCC(=O)N2
→ 1, -19, -9, -18, 1.1, -13, 1.2, 5, -8
CCOC(=O)N1CCN(C(=O)CN(Cc2ccc(Cl)cc2)S(=O)(=O)c2ccccc2)CC1
→ 0, -3, 4, 3, 1.1, 2, 1, 22, -6
O=C(COc1ccccc1)Nc1nc2ccccc2[nH]1
→ -3, -18, -2, -8, 0.86, -3, 1.2, 5, 14
Cc1ccc(NS(=O)(=O)c2ccc(-n3cccn3)cc2)cc1F
→ 0, 18, -1, 3, 0.98, -4, 0.82, 0, 2
Cc1ccccc1OCC(=O)OCn1nnc2ccccc2c1=O
→ -4, -7, -1, 5, 1.1, 5, 1.1, 11, -10
Cc1ccc(SCC(=O)N(C)CC(=O)Nc2cccc(F)c2)cc1
→ -1, -2, 2, 4, 1, 6, 1, 13, -3
COc1ccc2c3c([nH]c2c1)C(C)N(CCC(=O)NN)CC3 (stereo not given)
→ 0, -21, -7, -23, 0.94, -10, 1.2, 4, 6
Cn1ncc(N=Cc2ccc([N+](=O)[O-])cc2)c1C(=O)Nc1ccccc1
→ 2, 10, -3, 2, 0.89, -9, 0.9, 1, 11
CCCn1c(N)nc2ccccc21
→ 1, -2, 3, 0, 0.95, 0, 1, 6, 5
Cc1nn(Cc2ccc(Cl)cc2Cl)c(C)c1NC(=O)C1C2CCC(O2)C1C(=O)O (stereo not given)
→ 2, -7, -2, -1, 0.98, -4, 1.1, 18, 2
NS(=O)(=O)c1ccc(CNC(=O)c2ccc(S(=O)(=O)C(F)F)cc2)cc1
→ -2, -10, -2, 1, 0.98, -6, 1.1, 11, 2

The results go on:
Below each compound – beta cell repl, hIAP inh, A3A deaminase, SENP1 FRET inh, mIAP activ, A3G deaminase, hIAP act, NLRP3 yeast inh, mIAP block
O=C(NC(Nc1ccc(F)cc1)(C(F)(F)F)C(F)(F)F)c1cccnc1
→ 1, -5, 3, 2, 1, -1, 1, 7, -5
Cc1cc(C)c(C#N)c(SCc2cn3c(C)cccc3n2)n1
→ 0, 1, -1, 1, 0.95, -7, 0.99, 20, 4
COC(=O)C(C)NS(=O)(=O)c1ccc(NC(C)=O)cc1 (stereo not given)
→ -1, 12, 4, 3, 1, 13, 0.88, 23, -5
Cc1nc(NC(=O)c2ccccc2)sc1-c1csc(N)n1
→ -2, 4, -2, -2, 0.9, 15, 0.95, 17, 10
O=C(NCc1ccccn1)c1ccc(OC2CCN(Cc3ccc(Cl)s3)CC2)cc1
→ -1, 11, 3, 1, 1.2, 6, 0.89, 25, -17
O=C(C[n+]1cccc(Br)c1)c1ccc(-c2ccccc2)cc1
→ 2, 11, -4, 0, 0.84, -8, 0.89, 23, 16
Cc1ccc(S(=O)(=O)N2CCCC2CNC(=O)C(=O)NCc2cccs2)cc1 (stereo not given)
→ -2, 20, 0, -1, 1, -2, 0.8, 23, -4
COc1cccc(Nc2nc(NCCO)nc(N3CCCC3)n2)c1
→ 5, 3, -2, 0, 0.97, -7, 0.97, 9, 3
Cc1cccc(C(=O)NCC(=O)NC(C)CCc2ccccc2)c1 (stereo not given)
→ -1, -9, -5, 3, 1, -8, 1.1, 13, -4
Cc1csc(NC(=O)Nc2ccccc2[N+](=O)[O-])n1
→ -1, -4, -2, 1, 1, -7, 1, 16, -2
O=[N+]([O-])c1ccccc1S(=O)(=O)N1CCSCC1
→ 0, -3, -4, -2, 1.1, -7, 1, 13, -14
C/C(=N\NC(=O)c1ccc(-n2cnnn2)cc1)c1ccc(Cl)cc1
→ 0, 7, -2, 0, 0.95, -3, 0.93, 1, 5
CCOc1ncccc1C(=O)OC(C)C(=O)Nc1ccc(Cl)cn1 (stereo not given)
→ 13*, -26, -2, 2, 0.94, 6, 1.3, 22, 6
Cc1ccccc1NC(=S)NNc1ncc(C(F)(F)F)cc1Cl
→ 1, -30, 3, -1, 0.9, 3, 1.3, 14, 10
Cc1cc(C)cc(NC(=O)NC2CCCCCCC2)c1
→ -3, -56, 0, -1, 4.3*, 0, 1.6, 20, -334
O=C(CSc1nc2ccccc2[nH]1)c1ccccc1F
→ 0, -9, 0, -2, 0.92, -5, 1.1, 14, 8

A portion of the library; count on the stated rates, not on these rows.
